FEN1 inhibitor: blocks human flap endonuclease 1. P39748. Potency, µM (titrated, usually from 114 µM), for inactives: at the top dose activity change, negative = inhibition, usual class: inhibitors. Recombinant FEN1 flap cleavage, fluorescence, 15 min. hit rate 0.35% among 390,000; note: nearly all actives have a fitted effect of over 65% in size
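FEN1 at 10 nM, compound pretreatment for 15 min (room temperature), 50 nM final substrate to initiate; endpoint reads at 0 and 15 min; DMSO-only plates used as vehicle background.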
KAT2A inh: inhibitors of human GCN5L2 histone acetyltransferase; GCN5L2 HAT assay, ThioGlo1 CoA-SH fluorescence; Potency, µM (series often up to 58.9 µM), inactives show at the highest dose activity change, negative = inhibition, most hits filed as inhibitors; hit rate 0.21% among 390,000; AID 504327
Target sequence (Q92830 whole entry, looked up): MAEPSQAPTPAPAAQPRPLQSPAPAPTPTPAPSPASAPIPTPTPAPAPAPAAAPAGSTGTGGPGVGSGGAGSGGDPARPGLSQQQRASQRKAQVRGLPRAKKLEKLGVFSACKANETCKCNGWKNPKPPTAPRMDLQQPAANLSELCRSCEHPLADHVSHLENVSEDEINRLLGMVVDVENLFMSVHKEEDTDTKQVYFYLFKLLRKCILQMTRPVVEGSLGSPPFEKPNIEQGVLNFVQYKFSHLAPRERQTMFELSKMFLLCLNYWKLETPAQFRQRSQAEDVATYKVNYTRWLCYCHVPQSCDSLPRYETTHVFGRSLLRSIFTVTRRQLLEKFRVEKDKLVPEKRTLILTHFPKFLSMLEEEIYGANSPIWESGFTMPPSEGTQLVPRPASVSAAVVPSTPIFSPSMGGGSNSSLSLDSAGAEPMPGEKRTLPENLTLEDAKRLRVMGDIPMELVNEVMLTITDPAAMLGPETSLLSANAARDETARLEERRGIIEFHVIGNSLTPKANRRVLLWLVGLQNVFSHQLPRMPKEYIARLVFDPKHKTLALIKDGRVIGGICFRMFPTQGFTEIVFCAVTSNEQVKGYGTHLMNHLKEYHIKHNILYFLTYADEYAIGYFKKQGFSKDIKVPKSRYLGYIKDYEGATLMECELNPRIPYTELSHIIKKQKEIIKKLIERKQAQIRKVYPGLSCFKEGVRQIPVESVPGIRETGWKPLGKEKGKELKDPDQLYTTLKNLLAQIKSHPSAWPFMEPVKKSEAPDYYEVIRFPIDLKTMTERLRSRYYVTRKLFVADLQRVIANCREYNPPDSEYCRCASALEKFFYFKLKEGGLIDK
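Free CoA generated was detected with ThioGlo1 (50uM) fluorescence at Ex340nm/Em540nm, read immediately and after 20 min at room temperature. Enzyme, 20 nM in HEPES pH 7.5 buffer, saw compounds 15 min before adding 75uM H3(1-25) peptide and 70uM acetyl-CoA.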
N370S GC mod: inhibitors or activators of N370S glucocerebrosidase for Gaucher disease | AID 2101 | N370S GC spleen homogenate, 4MU-glucoside fluorescence | P04062 | Potency, µM (doses to about 59.4 µM), inactives show at the highest dose activity change, negative = inhibition, actives largely listed as inhibitors | hit rate 0.092% among 330,000;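 note: 0% = full enzyme activity and -100% = no enzyme basal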
* marks the source's active call; other numbers are inactive results; ? = inconclusive; . = not tested or not shown; & = joins results of further samples; [ ] = another dose, or the depositor's remark. Calls come from the whole dose curve; as a rule, active = well fitted curve in the direction sought with a large enough effect; inconclusive = small, poorly fitted or top-dose-only effect, or another doubt; inactive = no such curve, though single readings can be large; an effect the other way counts as inactive or inconclusive. Unless noted, % is set by controls: 0 for no effect and ±100 for the full control effect; potency is the fitted concentration of half-maximal effect. Not all compounds are listed; count on the stated rates, not on these rows.

A first look, 2 compounds:
SMILES	FEN1 inhibitor	KAT2A inh	N370S GC mod
O=C(NC1CCCC1)C1CCCN(S(=O)(=O)c2ccc(F)cc2)C1 (stereo unspecified)	2%	-7%	0%
COc1ccc(/C=N/n2c(=O)[nH]c3c([nH]c4ccc(Cl)cc43)c2=O)cc1CN1CCCCC1	-14%	3%	3%

The list itself, from the first entry:
SMILES	FEN1 inhibitor	KAT2A inh	N370S GC mod
O=C(NC1CCCC1)C1CCCN(S(=O)(=O)c2ccc(F)cc2)C1 (stereo unspecified)	2%	-7%	0%
COc1ccc(/C=N/n2c(=O)[nH]c3c([nH]c4ccc(Cl)cc43)c2=O)cc1CN1CCCCC1	-14%	3%	3%
CSc1ccc(Cl)c(C(=O)Nc2nccs2)c1	17%	-1%	-8%
CCc1ccccc1NC(=O)CSCc1cnn(-c2ccccc2)c1-n1cccc1	-13%	-5%	.
COc1cc(NC(=O)CC2C(=O)N(c3cccc(C)c3)C(=O)N2Cc2ccco2)cc(OC)c1 (stereo unspecified)	1%	3%	.
Cc1cccc(C(=O)NNC(=O)c2csc(N3CCOCC3)n2)c1C	-2%	1%	-4%
CCn1nc(C(=O)N[C@@H](CCSC)c2nc3ccccc3[nH]2)c2ccccc2c1=O	-18%	-9%[0.501 µM]	10%
COc1ccc(C(c2nnnn2C2CCCCC2)N2CCN(c3ccccc3F)CC2)cc1 (stereo unspecified)	-1%	-23%	8%
CCCCC(=O)NC(Nc1ccc(C)cn1)(C(=O)OCC)C(F)(F)F (stereo unspecified)	5%	0%	-7%
COc1cc2c(cc1OC)C(C)N(C(=O)CCNC(=O)c1ccccc1)CC2 (stereo unspecified)	21%	-24%	0%
c1ccc(C2c3c(ccc4ccccc34)Oc3ncn4nc(-c5ccco5)nc4c32)cc1 (stereo unspecified)	-1%	-3%	5%
C[C@@H](O)C(N)C(=O)O (stereo partly specified)	.	-19%	-3%
CCOc1ccc(NC(=O)CS(=O)CC(=O)NC2CCCc3ccccc32)cc1 (stereo unspecified)	-5%	-4%	?
CC1=NNC(=O)C1CCC(=O)N/N=C\c1cccc(Cl)c1 (stereo unspecified)	3%	-3%	5%
Cc1cc(=O)oc(C)c1C(=O)NNC(=O)C1(C)CC1Br (stereo unspecified)	-2%	-10%	-2%
CCN(CC(=O)Nc1c(F)cccc1F)C(=O)CN1C(=O)NC2(CCCC2)C1=O	11%	?	1%
COc1ccccc1C(=O)NC(=S)Nc1cc(C(=O)O)ccc1C	1%	-6%	-2%
CCN(CC(=O)NCc1cccs1)C(=O)c1ccc(-c2ccccc2F)o1	2%	3%	.
Cc1ccc(NC(=O)CN2CCc3ccccc3C2)cc1S(=O)(=O)N1CCOCC1	-2%	-3%	-5%
CC(=O)Nc1ccc(S(=O)(=O)Nc2nc3ccccc3nc2Sc2nncn2C)cc1	2%	-10%	-42%
Cc1ccc(CN(C(=O)c2cc3ccccc3oc2=O)C2CCS(=O)(=O)C2)cc1 (stereo unspecified)	-5%	-4%	1%
COc1ccc(Cl)cc1NC(=S)NN1CCOCC1	16%	6%	-1%
COc1ccccc1NC(=O)CN1CCN(Cc2ccccc2)CC1	-7%	-1%	3%
Cc1ccc(-c2nn(-c3ccccc3)cc2/C=N/NC(=O)CSc2nnc(C)n2-c2ccccc2)cc1	-17%	-5%	-5%
CCN(C(=O)COC(=O)c1ccc2ccccc2c1)c1c(N)n(Cc2ccccc2)c(=O)[nH]c1=O	1%	-3%	.
C[C@H](NC(=O)c1nc[nH]c1C(=O)N(C)Cc1ccccc1)C(=O)OC(C)(C)C	0%	-3%	-11%
Cc1cc(C)cc(N(CC(=O)NC2CCCC2)C(=O)CNC(=O)c2cccs2)c1	3%	-4%	-22%
Cc1ccc(OCC(=O)OCc2cc(=O)n3ccsc3n2)cc1C	-2%	1%	.
COc1ccccc1NC(=S)NNC(=O)c1nn(C)c(C)c1Cl	8%	-3%	-4%
CCOC(=O)C1CCCN(C(=O)/C=C/c2ccc([N+](=O)[O-])cc2)C1 (stereo unspecified)	-6%	2%	4%
CCOC(=O)c1ccc(NC(=O)COc2ccc(S(=O)(=O)NC(C)CC)cc2)cc1 (stereo unspecified)	-1%	-5%	13%
O=C(Cn1nnc(-c2ccccc2F)n1)Nc1ccc(C(=O)N2CCOCC2)cc1	5%	2%	-1%
COc1ccc(N(C(=O)c2ccco2)C(C(=O)NC2CCCC2)c2ccc(OC)c(OC)c2)cc1 (stereo unspecified)	-10%	1%	0%
CC(C)=NOc1nc(N(C)C)nc(N2CCOCC2)n1	10%	-2%	4%
COc1ccc(OC)c(-c2csc(NC(=O)Cc3ccccc3)n2)c1	?	-10%	-11%
O=C(CSCc1ccco1)N1CCc2ccccc21	12%	-4%	5%
CCN1C(=NCCc2ccccn2)N[C@@H](c2cccc(F)c2)C(C(=O)OC)=C1C	-1%	-4%&-3%	-3%&-2%
O=c1[nH]c(CN2CCN(c3ccccc3O)CC2)nc2ccccc12	2%	0%	-8%
CC(C)CN1CCC2(CC1)CCN(C(=O)c1ccco1)CC2	.	-2%	1%
Cc1ccc(C)c(S(=O)(=O)NCCC(=O)N2CCCC(C(N)=O)C2)c1 (stereo unspecified)	15%	1%	.
Cc1ccc(Nc2nc(Nc3ccc(C)cc3)nc(SC3=NCCS3)n2)cc1	-14%	-1%	0%
Cc1ccnn1C(C)C(=O)O (stereo unspecified)	17%	-9%	14%
COc1ccc(OCC(=O)Nc2cccc3cccnc23)cc1	?	-8%	12%
COc1ccccc1C(=O)NC(=O)COC(=O)C1(C)CC1(Cl)Cl (stereo unspecified)	-14%	0%	7%
O=C(/C=C/c1cccc([N+](=O)[O-])c1)Nc1ccc(NC(=O)c2cccs2)cc1	-4%	-16%	-5%
O=C(C1CCN(S(=O)(=O)c2c(Cl)cccc2Cl)CC1)N1CCCC1	-1%	-1%	.
O=C(CCc1nnc2ccc(NCc3ccco3)nn12)Nc1ccccn1	7%	-5%	-9%
Cc1nn(CCC(=O)NNC(=S)Nc2ccccc2)c(C)c1Br	1%	4%	-3%
CCOC(=O)NCc1ccccc1	-16%	0%	-16%
Cc1cccc(N2C(=O)C(CC(=O)Nc3cccc(F)c3)N(Cc3cccs3)C2=O)c1 (stereo unspecified)	4%	-12%	.
O=C(CC1SC(N2CCCC2)=NC1=O)Nc1ccc(C(=O)NCCc2ccc(F)cc2)cc1 (stereo unspecified)	-4%	3%	-7%
COc1cc(C)ccc1OCc1cc(C(=O)N(C)CCCN2CCOCC2)no1	18%	-3%	-13%
CN(CCc1ccccc1)C(=O)c1cc(COc2cccc(C(F)(F)F)c2)on1	-22%	-8%	0%
Cc1cc(S(=O)(=O)N2CCCC2C(=O)N2CCOCC2)c(C)cc1Cl (stereo unspecified)	3%	-7%[0.501 µM]	0%
CC1CN(S(=O)(=O)c2cccc(C(=O)Nc3ccccc3N3CCCC3)c2)CC(C)O1 (stereo unspecified)	-8%	4%	-13%
Cc1cc(C)c(C)c(OCC(O)CN2CCN(c3ccccn3)CC2)c1 (stereo unspecified)	-2%	-5%	-4%
COc1cc(NC(=O)CN2CCCCCC2)cc(OC)c1	4%	-4%	1%
O=C(/C=C(\O)c1ccccc1)C(=O)NNC(=O)c1ccccc1[N+](=O)[O-]	-2%	-2%	-10%
Cc1ccccc1Nc1nnc(C)c(=O)[nH]1	-4%	2%	14%
O=C(Nc1cc(C(F)(F)F)ccc1Cl)c1cc(S(=O)(=O)NCc2ccccc2)ccc1F	-9%	-1%	.

The list goes on:
SMILES	FEN1 inhibitor	KAT2A inh	N370S GC mod
Cc1cc(C)nc(N(C#N)Cc2cccc3ccccc23)n1	-21%	2%	?
O=C(CNS(=O)(=O)c1ccccc1)NCC(=O)OCc1ccc(Br)cc1	?	-1%	-2%
C=CCSc1nnc2c(n1)[nH]c1c(C)cccc12	-15%	-9%	6%
CCc1cccc(C)c1NC(=O)NC1COc2ccccc2C1 (stereo unspecified)	0%	-1%	.
CC(=O)C1=C(C)NC(C)=C(C(C)=O)C1c1cn(-c2ccccc2)nc1-c1cccs1	4%	-5%	-7%
COc1ccccc1-n1c(SCC(=O)N2CCc3ccccc32)nc2c(c1=O)SCC2	5%	2%	3%
COc1cc(C(=O)OCC(=O)Nc2cc(-c3cc(C)c(C)cc3C)nn2-c2ccccc2)cc(OC)c1OC	2%	25%	3%
Nc1c(C(=O)NC2CCCC2)c2nc3ccccc3nc2n1N	-19%	0%	6%
COc1ccc(CNC(=O)CCCN2C(=O)COc3ccc(C)cc32)cc1	0%	-1%	.
O=C(Nc1nc2c(s1)CN(Cc1ccccc1)CC2)C1CCC1	12%	4%	8%
CCOC(=O)c1cn2nc(-c3ccc(OCC)cc3)cc2nc1C1CCN(C(=O)OC(C)(C)C)CC1	-17%	-7%	2%
O=C(CN1CCC(NC(=O)c2ccccc2F)CC1)NCc1ccc(F)cc1	-1%	2%	24%
CC(C)(C)C(=O)NC(=S)Nc1sc2c(c1C(N)=O)CCC2	-2%	41%[activator]	-10%
O=C(CCNS(=O)(=O)c1ccc2ccccc2c1)NCCOc1ccccc1	3%	0%	-6%
Cc1ccc(C(=O)NC2CCN(C(=O)NCc3ccccc3)CC2)cc1	-2%	0%	-9%
O=C(O)CCCCCCNS(=O)(=O)c1ccccc1	-5%	1%	-5%
O=C(N/N=C/c1ccc[nH]1)c1ccccc1O	4%	-1%	-5%
CN(CC(=O)Nc1ccccc1Cl)C(=O)c1cc(-c2cccs2)nn1-c1ccccc1	4%	-7%	-17%
COC(=O)[C@H]1C[C@H]2[C@@H]3CC[C@H]4C[C@@H](OC)CC[C@]4(C)[C@H]3CC[C@]2(C)[C@@]2(CCCO2)O1	15%	-1%	.
CSCCC1Nc2ccc(S(=O)(=O)N3CCOCC3)cc2NC1=O (stereo unspecified)	-5%	-19%	-6%
O=C(COC(=O)COc1cccc(C(F)(F)F)c1)NC1CCCC1	-2%	-4%	-4%
O=c1c(O)c(-c2ccc3c(c2)OCO3)oc2ccccc12	0%	-7%	4%
COC(=O)Cn1nc(-c2ccccc2)c2cc(Cl)ccc21	-23%	-3%	26%
O=C(c1ccncc1)N1CCC2(CC1)CN(c1cccc(-c3ccccc3)c1)C2	.	-9%	-10%
CCN(C(=O)CSc1nc(-c2ccccc2)no1)c1cccc(C)c1	-2%	-4%	.
O=C(NC1=NCCS1)C1CC2CCC1C2 (stereo unspecified)	-14%	-2%	?
O=C(c1cccc(Cl)c1)N1CCC(c2nc3ccccc3o2)CC1	3%	-2%	.
CCCS(=O)(=O)N1CCCC(C(=O)c2ccccc2OC)C1 (stereo unspecified)	-13%	-3%	13%
N#Cc1ccc(-c2ccc(Cl)cc2)nc1Oc1ccc(F)cc1	28%	18%	6%
Cc1cc(-c2ccccc2)nc2cc(C(=O)Nc3cc(C(F)(F)F)ccc3Cl)nn12	-13%	2%	.

By substructure, the entries above with a nitro group on carbon.
SMILES	FEN1 inhibitor	KAT2A inh	N370S GC mod
CCOC(=O)C1CCCN(C(=O)/C=C/c2ccc([N+](=O)[O-])cc2)C1 (stereo unspecified)	-6%	2%	4%
O=C(/C=C/c1cccc([N+](=O)[O-])c1)Nc1ccc(NC(=O)c2cccs2)cc1	-4%	-16%	-5%
O=C(/C=C(\O)c1ccccc1)C(=O)NNC(=O)c1ccccc1[N+](=O)[O-]	-2%	-2%	-10%

(list continues)
SMILES	FEN1 inhibitor	KAT2A inh	N370S GC mod
O=C(COc1ccc(Nc2ccccc2)cc1)Nc1ccncc1	-13%	-2%	-10%
CSC1=NCCN1C(=O)Cc1ccc(F)cc1	5%	-2%	-4%
CC(C)c1ccc2[nH]c3c(c2c1)[C@@H]1CCN2C(=O)CCC[C@H](C3)[C@H]12	-16%	-14%	-18%
O=C(OCc1nnc(-c2ccccc2)o1)C1CC(=O)N(c2ccccc2)C1 (stereo unspecified)	-4%	-8%	-15%
O=C(CCn1c(=O)oc2cc(Cl)ccc21)Nc1ccc(N2CCOCC2)cc1	8%	-1%	-2%
CC(=O)N1c2c(cc(Br)cc2S(=O)(=O)N2CCOCC2)CC1C (stereo unspecified)	-3%	2%	1%
CCC(C)N(C(=O)COC(=O)c1[nH]c(C)c(C(C)=O)c1C)C1CCS(=O)(=O)C1 (stereo unspecified)	1%	-2%	-10%
O=C(CN1C(=O)COc2ccc(S(=O)(=O)N3CCCC3)cc21)N1CCCC1	-1%	-5%	-15%

Random excerpt: 4 records from the list.
SMILES	FEN1 inhibitor	KAT2A inh	N370S GC mod
O=C(CN1C(=O)COc2ccc(S(=O)(=O)N3CCCC3)cc21)N1CCCC1	-1%	-5%	-15%
O=C(COc1ccc(Nc2ccccc2)cc1)Nc1ccncc1	-13%	-2%	-10%
O=C(OCc1nnc(-c2ccccc2)o1)C1CC(=O)N(c2ccccc2)C1 (stereo unspecified)	-4%	-8%	-15%
CC(=O)N1c2c(cc(Br)cc2S(=O)(=O)N2CCOCC2)CC1C (stereo unspecified)	-3%	2%	1%

Screens (PubChem BioAssay)
